Source: PubChem (National Center for Advancing Translational Sciences (NCATS))
DRD3 antagonist: D3 dopamine receptor (human) antagonism; D3R cells, DiscoveRx beta-arrestin luminescence, antagonist mode; stronger effect = lower value; P35462; 2.5% of 360,000 active; max response, negative = inhibition, %; AID 652054; in the data active means max response below about -50%; inconclusive means no clear call, values can overlap the other calls; further: on the % scale 0 is the no-effect control and ±100 the full control effect; mostly tested at two doses, the higher about 12 µM
Target sequence (P35462 whole entry, looked up): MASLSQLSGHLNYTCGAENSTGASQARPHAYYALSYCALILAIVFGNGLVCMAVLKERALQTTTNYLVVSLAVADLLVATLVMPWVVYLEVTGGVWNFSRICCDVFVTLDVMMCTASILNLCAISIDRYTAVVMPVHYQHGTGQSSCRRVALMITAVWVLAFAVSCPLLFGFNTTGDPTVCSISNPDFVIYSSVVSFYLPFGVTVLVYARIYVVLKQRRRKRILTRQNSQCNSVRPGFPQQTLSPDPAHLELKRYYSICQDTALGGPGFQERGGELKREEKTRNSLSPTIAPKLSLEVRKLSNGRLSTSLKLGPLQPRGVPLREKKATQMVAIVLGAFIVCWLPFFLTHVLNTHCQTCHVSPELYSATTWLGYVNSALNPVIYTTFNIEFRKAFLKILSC
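Cells expressing the human receptor were seeded at 1500 cells/well, incubated overnight at 37 degrees C in 5% CO2, then exposed to library compounds with dopamine controls for 90 minutes at 37 degrees C before luminescent detection.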
EPAC2 antag: blocks human EPAC2 exchange factor; Potency, µM (titrated, usually from 114 µM), without a hit: at the highest dose activity, negative = inhibition, most hits filed as inhibitors; EPAC2 GEF exchange of Rap1B-BODIPY-GDP, fluorescence; Q8WZA2; 0.18% of 360,000 active; further: potency means the concentration at half of the fitted maximal effect; on the % scale 0 is the no-effect control and ±100 the full control effect; nearly all actives have a fitted effect of over 45% in size; many of its hits are not listed in these tables
Abeta yeast res: compounds reversing amyloid beta toxicity in yeast. Potency, µM (highest dose often 46.1 µM), without a hit: top-dose growth rescue, most hits filed as activators. yeast expressing A-beta42, growth rescue, OD600, 48 h; response scale: 0% DMSO, 100% iron-clioquinol control. 0.063% of 410,000 active; further: potency means the concentration at half of the fitted maximal effect; nearly all actives have a fitted effect of over 55% in size
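Yeast A-beta toxicity model in growth medium with pinned compounds, 48 h at 30 C; growth read as absorbance at 600 nm. Normalized to FeCl3/clioquinol equimolar mix (positive) and DMSO (negative).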
EPAC2 agonist: EPAC2 (human) agonism; 0.079% of 360,000 active; AID 720711; EPAC2 activation, biochemical qHTS; response scale: 100% = 6.5 mM cAMP response; Potency, µM (doses to about 154 µM), inactives show at the highest dose activation, hits mostly activators; further: potency means the concentration at half of the fitted maximal effect; nearly all actives have a fitted effect of over 50% in size
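Compounds were added across a concentration range to EPAC2 (100 nM), RAP1B-BODIPY-GDP (250 nM) and GDP (50 uM). After 5 min at room temperature, fluorescence was recorded at 5-min intervals for 30 min.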
D3 ag: agonists of human D3 dopamine receptor | AID 652048 | D3R DiscoveRx beta-arrestin cells, luminescence, 90 min | P35462 | 0.58% of 410,000 active | max activation, %; in the data active means max activation above about 30%; further: 0% is about no effect; mostly tested at two doses, the higher about 12 µM
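Agonist mode: compounds and dopamine controls were applied to plated cells for 90 min at 37 degrees C after an overnight attachment at 1500 cells/well. Luminescent read-out followed 30 - 60 minutes at room temperature with DiscoveRx detection reagent.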
aSyn yeast inh: alpha-synuclein toxicity inhibition in yeast. Yeast expressing alpha-synuclein, growth rescue, BacTiter-Glo, 24 h. 0.14% of 370,000 active. Potency, µM (highest dose often 46.1 µM), without a hit: top-dose growth rescue (activation), most hits filed as activators. AID 652106; further: potency means the concentration at half of the fitted maximal effect; % of control where 0% means no effect; nearly all actives have a fitted effect of over 65% in size
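Readout is rescue of growth in alpha-synuclein-expressing yeast, so inhibitors of toxicity appear as activators. Growth after 24 hr at 30 deg C in galactose medium is quantified by luminescence.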
TDP-43 yeast inh: rescues yeast growth from TDP-43 toxicity | TDP-43 expressing yeast growth rescue, BacTiter-Glo, 24 h | Potency, µM (highest dose often 46.1 µM), for the others: at the top dose growth rescue (activation), hits mostly activators | 1.8% of 410,000 active | AID 652104; further: potency means the concentration at half of the fitted maximal effect; % of control where 0% means no effect; nearly all actives have a fitted effect of over 50% in size
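In this qHTS, compounds that restore growth of yeast expressing TDP-43 appear as activators. Cells (OD600=0.02, galactose medium, raffinose-pregrown) are incubated with compound 24 hr at 30 deg C and growth is quantified by BacTiter-Glo.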
FUS suppressor: FUS proteinopathy suppression in yeast; 0.24% of 390,000 active; AID 1347120; S. cerevisiae FUS-expressing, growth rescue, OD600, 24 h; Potency, µM (titrated, usually from 76.6 µM), for inactives: top-dose growth rescue (activation), hits mostly activators;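 further: potency means the concentration at half of the fitted maximal effect; plate controls were DMSO vehicle for no effect and reference control for full effect; nearly all actives have a fitted effect of over 55% in size; some results filed as inactive show a strong effect at the top dose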
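Cultures pregrown in 2.5% raffinose medium are shifted to minimal medium containing 2% galactose to express toxic FUS. Compounds are tested at several concentrations. After 24hr at 30C, growth is quantified at 600 nm absorbance.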
The depositor's hits bear a star; ? = inconclusive; . = no result given; & = joins results of further samples; [ ] = another dose, or the depositor's remark. Unless noted, the call rests on the fitted dose curve; in most records, active means well fitted curve in the direction sought with a large enough effect; inconclusive means small, poorly fitted or top-dose-only effect, or another doubt; inactive means no such curve, though single readings can be large; an effect the other way counts as inactive or inconclusive. An excerpt; count on the stated rates, not on these rows.

Order of values – aSyn yeast inh, D3 ag, FUS suppressor, EPAC2 agonist, DRD3 antagonist, TDP-43 yeast inh, EPAC2 antag, Abeta yeast res
> Cc1ccc(-c2c(C(=O)N3CCN(c4cc(Cl)ccc4C)CC3)oc(=O)c3ccccc23)cc1
  ., 3, -11%, ., ., 11%, ., 4%
> COc1ccccc1NC(=O)CN1C(=O)C2(OCCCO2)c2ccccc21
  10%, -11, 24%, 12%, 25, -6%, -1%, 13%
> COc1cc(O)c(C(CC(=O)N2CCN(c3ccccc3)CC2)c2ccc(N(C)C)cc2)c(OC)c1 (stereo unspecified)
  -1%, -28, 12%, 20%, -16, -2%, -18%, -8%
> O=C(CN1C(=O)NC2(CCCCC2)C1=O)Nc1cccc2ncccc12
  -15%, 3, -3%, 6%, 10, -3%, 3%, -6%
> Cc1cnc(-c2nnc(N(C)C(=O)C3CCCO3)s2)cn1 (stereo unspecified)
  -6%, -7, 22%, 3%, -22, -10%, 12%, -9%
> Cc1ccc(-c2nnn(CC(=O)N(Cc3cccs3)C(C(=O)NC(C)(C)C)c3ccc(C)o3)n2)o1 (stereo unspecified)
  8%, 2, 7%, 8%, -14, 0%, -3%, 13%
> Cc1ccsc1CN(C(=O)c1oc2cc(Br)ccc2c1C)C1CCS(=O)(=O)C1 (stereo unspecified)
  ., 0, ?, ., ., 24%, ., 14%
> CCn1c(CNC(=O)c2ccccc2Br)nnc1SCC(=O)Nc1nncs1
  -1%, 3, 27%, 11%, 1, 20%, -3%, -7%
> Cc1ccnn1CC(=O)N/N=C/c1c[nH]c2ccccc12
  -9%, -4, 17%, 11%, ?, 4%, 5%, -1%
> N#Cc1ccc(/C=C2\CCn3c2nc2cc(C(=O)O)ccc2c3=O)cc1
  -7%, -10, 15%, -3%, -19, -20%, -4%, -9%
> CCCNC(=S)N1CCN(C)CC1
  -5%, -10, ., 1%, -5, -9%, 0%, -1%
> C=CCN(CC=C)Cc1cc(=O)oc2cc(C)ccc12
  -10%, 8, 4%, 6%, -4, ?, ?, -7%
> CC1CCCN(CC(=O)Nc2ccc(S(=O)(=O)N3CCCC3)cc2)C1 (stereo unspecified)
  -1%, -7, -10%, 1%, 12, -9%, -3%, -14%
> Cc1cccc(Cc2nnc(CCC(=O)N(CC3CC3)CC3CCCO3)o2)c1 (stereo unspecified)
  8%, 4, 7%, 3%, 27, 3%, 1%, 12%
> Cc1ccc(CNC(=O)C2CCCCC2C(=O)O)cc1 (stereo unspecified)
  8%, 4, -6%, 2%, 26, 15%, 14%, 18%
> CCN(CC)CCCN=Cc1c(O)n(-c2ccc(C)cc2)c(=O)c2ccccc12
  3%, -6, 9%, 16%, 9, -5%, -17%, -11%
> CC(=O)c1ccc(NC(=O)CC23CC4CC(C2)CC(n2nnc(C)n2)(C4)C3)cc1
  -1%, -1, 26%, 5%, -25, -8%, -8%, -8%
> CCc1cccc(C)c1Nc1c(-c2ccsc2)nc2ncccn12
  ., 1, 13%, ., ., 24%, ., 9%
> COc1ccccc1OCCNC(=O)CNC(=O)c1ccc(Cl)c(Cl)c1
  6%, -13, -8%, 1%, -13, 10%, -3%, 1%
> CCOc1ccc(C(=O)Nc2ccc(C(=O)OCc3cc(=O)n4ccsc4n3)cc2)cc1
  ., -10, -4%, ., ., -10%, ., -10%
> O=C(NCC1CCNCC1)c1ccncc1
  0%, 5, 5%, 12%, -24, 2%, 5%, 14%
> COc1ccc(C(=O)c2c3ccccc3[n+]([O-])n2CCCN)cc1
  -1%&2%, 7&-8, -2%&9%, 4%&2%, -15&-16, 15%&18%, 1%&9%, -16%&0%
> COc1ccc2c(c1OC)C[N+]1([O-])CCc3cc4c(cc3C1C2)OCO4 (stereo unspecified)
  -1%, -38, -1%, -3%, ?, -5%, -8%, 3%
> CCCc1cc(=O)[nH]c(SCc2cccc(C)c2)n1
  20%, -8, 31%, -4%, 20, ?, 12%, 12%
> O=C(Nc1cc(-c2nc3ncccc3o2)ccc1Cl)c1ccco1
  2%, -11, 29%, 13%, -11, 3%, -4%, -34%[inhibitor]
> COCCn1c(=N)c(S(=O)(=O)c2ccc(Br)cc2)cc2c(=O)n3ccccc3nc21
  -2%, 2, -29%, -10%, 28, 5%, 0%, -9%
> O=C(CSc1ncnc2c1oc1ccccc12)c1cccs1
  -1%, -3, -6%, -16%, 0, 4%, 1%[57.1 µM], -1%
> Cc1ccc(NC(=S)N(CCN2CCOCC2)Cc2cc3cc4c(cc3[nH]c2=O)OCO4)cc1
  3%, 2, 5%, -9%, 2, 5%, 4%, -12%
> CC(=O)N1CCCc2cc(S(=O)(=O)N3CCC(N(C)C(C)C)CC3)ccc21
  ., 0, -8%, ., ., -3%, ., -9%
> O=C(Cc1ccc2c(c1)OCCO2)c1c(O)cc(O)cc1O
  -3%, 4, 5%, 7%, 4, -17%, -4%, 6%

Three structures out of the list, ordered by SMILES length, ascending:
Order of values – aSyn yeast inh, D3 ag, FUS suppressor, EPAC2 agonist, DRD3 antagonist, TDP-43 yeast inh, EPAC2 antag, Abeta yeast res
> O=C(Nc1cc(-c2nc3ncccc3o2)ccc1Cl)c1ccco1
  2%, -11, 29%, 13%, -11, 3%, -4%, -34%[inhibitor]
> COc1ccccc1OCCNC(=O)CNC(=O)c1ccc(Cl)c(Cl)c1
  6%, -13, -8%, 1%, -13, 10%, -3%, 1%
> CC(=O)c1ccc(NC(=O)CC23CC4CC(C2)CC(n2nnc(C)n2)(C4)C3)cc1
  -1%, -1, 26%, 5%, -25, -8%, -8%, -8%

(further entries)
Order of values – aSyn yeast inh, D3 ag, FUS suppressor, EPAC2 agonist, DRD3 antagonist, TDP-43 yeast inh, EPAC2 antag, Abeta yeast res
> CCC(=O)N1CCc2cc(S(=O)(=O)NC(C(=O)NCCc3ccc(Cl)cc3)C(C)C)ccc21 (stereo unspecified)
  ., -16, -23%, ., ., 3%, ., -8%
> Cc1cccc(NC(=O)CCN2CCCC(C)C2)c1 (stereo unspecified)
  3%, -5, 6%, 1%, -1, 3%, 16%, -6%
> CCOc1ccccc1-c1n[nH]c(=S)o1
  -2%, -18, 4%, 4%, 13, 5%, 0%, 22%
> Cc1[nH]c2ccc(C(=O)NCCN3CCOCC3)cc2c1C
  1%, -18, -1%, 7%, -13, 3%, 5%, .
> COc1ccc2c(c1OC)C(=O)N(c1ccc(F)cc1)C2
  -2%, -5, -13%, 6%, ?, -6%, -4%, -18%
> CCN(C[C@H]1N[C@@](CC)(C(=O)OC)[C@H]2C(=O)N(Cc3ccccc3)C(=O)[C@@H]12)C(=O)Nc1ccc(OC)cc1
  0%, 13, -9%, -4%, 21, 14%, -4%, -10%
> CCCc1ccc(NC(C)C(=O)Nc2ccc(S(=O)(=O)N3CCOCC3)cc2)cc1 (stereo unspecified)
  3%, 5, 28%, 3%, 2, 23%, -3%, 13%
> COc1ccc(/C=C/C(=O)NCC(=O)N/N=C(\C)Cc2ccccc2)cc1
  1%, -1, -3%, 1%, -3, -16%, 3%, 3%
> CCC(C)(C)C1CCc2[nH]nc(C(=O)N/N=C(\C)c3ccco3)c2C1 (stereo unspecified)
  -9%, -12, ?, -1%, ?, -19%[1.82 µM], -4%, -1%
> Cn1cc(S(=O)(=O)N2CCN(c3ccccc3)CC2)c(=O)n(C)c1=O
  0%, 1, -21%, 0%, 7, 13%, 4%, -8%
> FC(c1nc2ccccc2[nH]1)C(F)(F)F (stereo unspecified)
  1%, 3, -3%, 1%, 3, 14%[9.22 µM], 2%, -8%
> Cc1cc(C(=O)NCCN2C(=O)S/C(=C\c3cccs3)C2=O)ccc1[N+](=O)[O-]
  -1%, -14, -10%, 10%, -1, -20%, 14%, -9%
> Cc1ccc2c(c1)C(c1ccc(O)cc1)(c1ccc(O)cc1)C(=O)N2C
  2%, 14, -10%, 1%, 2, -2%, -4%, -7%
> NCCCCCc1nnc(SCC(=O)Nc2cccc(Cl)c2)o1
  2%, -5, 24%, 11%, 10, -5%, -4%, -3%
> CCCc1nc2ccccc2n1CCOC
  0%, -2, -27%, -2%, -8, 11%, 3%, -1%
> O=C(O)c1ccc(NC(=O)c2ccc3c(c2)C(=O)N(CC2CCCO2)C3=O)cc1 (stereo unspecified)
  -2%, 1, 23%, 3%, -5, -14%, 8%, -2%
> CCOC(=O)c1cc([N+](=O)[O-])sc1NC(=O)c1ccc(S(=O)(=O)N2CC3(C)CC2CC(C)(C)C3)cc1 (stereo unspecified)
  2%, 7, ., -4%, 11, -1%, -2%, 4%
> CC1CN(C(=O)N[C@@H](Cc2ccccc2)C(=O)O)CC(C)O1 (stereo partly specified)
  0%, 4, 19%, 11%, 3, 7%, 26%, -3%
> CCC(=O)Nc1nnc(S(=O)(=O)N(CC)c2cc(C)cc(C)c2)s1
  -1%, -14, 28%, 2%, 2, -18%, 7%, -21%
> CN(C)c1ccc(NC(=O)COC(=O)c2cc(=O)c3ccccc3o2)cc1
  -6%, 5, 17%, 8%, -11, 9%, -2%, 10%
> COc1ccc(-c2cc(-c3ccccc3)nc(Cl)n2)cc1OC
  -9%, 22, 3%, 10%, 57, 27%, -8%, 10%
> CCOCCOC(=O)c1ccc2c(c1)N(Cc1ccccc1C#N)C(=O)c1ccccc1S2(=O)=O
  ., -9, ?, ., ., 12%, ., -18%
> c1ccc(CSc2nnc([C@@H]3CCCN3)o2)cc1
  ., 0, -15%, -6%, -24, 2%, 9%, 4%
> CC(CCNC(=O)c1ccccc1)(CCNC(=O)c1ccccc1)[N+](=O)[O-]
  -4%, 2, ., 7%, 6, 0%, -1%, 5%
> O=C(O)CC/C(=N/NC(=O)CNC(=O)Cc1ccccc1)c1ccccc1
  0%, 5, -8%, 10%, 4, 16%, 1%, 29%
> CN(C)c1ccc(N2C(=NC(=O)CCc3ccccc3)SC3CS(=O)(=O)CC32)cc1 (stereo unspecified)
  -1%, 4, -3%, -1%, 8, -6%, 13%, -7%
> CCc1cc(C(=O)Nc2cc(S(=O)(=O)N3CCOCC3)ccc2N2CCN(CC)CC2)sc1C
  2%, 11, -7%, -14%, 2, -14%, -1%, 8%
> CC1CCC(Nc2nc3c(-c4ccc(Cl)cc4)nnn3c3ccccc23)CC1 (stereo unspecified)
  ., 2, -22%, ., ., ?, ., 5%
> O=c1c2oc3ccccc3c2n(Cc2ccc(Cl)cc2)c(=O)n1Cc1ccco1
  ., -7, -16%, ., ., 17%, ., -2%
